# RUNX1 CBFb-SMMHC: Runt domain/CBFb-SMMHC interaction disruptors – biochemical, TR-FRET (AID 1438); TR-FRET Runt domain–CBFb-SMMHC binding, biochemical; higher % means a stronger effect; inhibition, % at 20 µM, or IC50 in µM where a hit was titrated; 2% of 2,200 active; in the data active = inhibition from about 52%, or a potency from the dose series; inactive = the rest, 99 in 100 with inhibition below about 48%
# The depositor's hits bear a star; i = inactive. Some of the compounds tested; rates above refer to the full screens.
SMILES,RUNX1 CBFb-SMMHC
CC1CCCN(Cc2c(O)ccc3c4c(c(=O)oc23)CCCC4)C1 (stereo unspecified),-12%
COCCOC(=O)C(C#N)c1nc2ccccc2nc1N1CCN(Cc2ccccc2)CC1 (stereo unspecified),21%
CCN(CC)c1ccc2cc(S(=O)(=O)c3ccc(Cl)cc3)c(=O)oc2c1,-27%
Clc1ccc2nc(N3CCNCC3)nc(-c3ccccc3)c2c1,29%
Cc1ccc(C2C3=C(CC(C)(C)CC3=O)N(CCN3CCOCC3)C3=C2C(=O)CC(C)(C)C3)cc1,43%
N#Cc1c(N)n(CCOC(=O)c2ccc(Cl)cc2)c2nc3ccccc3nc12,40%
Cc1ccc(S(=O)(=O)Oc2ccc(C3C4=C(CCCC4=O)N(CCC(=O)O)C4=C3C(=O)CCC4)cc2Cl)cc1,15µM*
CC(=O)Nc1ccc2c3c(cccc13)C(=O)N(c1ccccc1)C2=O,-11%
COc1cccc2c1NC(C(=O)O)C1CC=CC21 (stereo unspecified),15µM*
COc1ccc(N/C=C2\C(=O)c3c(sc(C)c3C)N(C)S2(=O)=O)cc1,-7%
Cc1c(O)ccc2c(CN(C)Cc3ccccc3)cc(=O)oc12,-10%
Cc1cccn2c(=O)c3cc(C(=O)NCC4CCCO4)c(=N)n(CCN4CCOCC4)c3nc12 (stereo unspecified),11%
CCCC1C(C#N)=C(N)Oc2cc(C)n(C)c(=O)c21 (stereo unspecified),46%
O=c1cc(CN2CCN(S(=O)(=O)/C=C/c3ccccc3)CC2)c2ccc(O)cc2o1,44%
CCCNC(=O)c1c(N)n(CC2CCCO2)c2nc3ccccc3nc12 (stereo unspecified),24%

# The closing 2 compounds of the section above open the next one.
SMILES,RUNX1 CBFb-SMMHC
O=c1cc(CN2CCN(S(=O)(=O)/C=C/c3ccccc3)CC2)c2ccc(O)cc2o1,44%
CCCNC(=O)c1c(N)n(CC2CCCO2)c2nc3ccccc3nc12 (stereo unspecified),24%
COc1ccc(Cn2c(N)c(C(=O)NCc3ccco3)c3nc4ccccc4nc32)cc1,-6%
CCSc1n[nH]c2nc3c(c(=O)n12)C1(CCCC1)Cc1ccccc1-3,-7%
CC1CCCCC1NC(=O)COC(=O)c1c2c(nc3ccccc13)/C(=C/c1ccco1)CC2 (stereo unspecified),11µM*
CCOC(=O)C(C)c1c(C(=O)c2ccc(C)nc2)c2ccccc2n1C (stereo unspecified),22%
Fc1ccc(C2=CC(c3ccco3)n3ncnc3N2)cc1 (stereo unspecified),35%
CCN1C=CC2=C(C#N)C(N)C(C#N)(C#N)C(c3ccccc3C(F)(F)F)C2C1 (stereo unspecified),3%
CCOC(=O)c1cc2c(=O)n3ccccc3nc2n(C(C)C)c1=NC(=O)c1ccco1,-5%
CCN1CC=C2C(C1)C(c1ccc(Cl)s1)C(C#N)=C(N)C2(C#N)C#N (stereo unspecified),7%
COc1ccccc1-c1ccc(/C=C2\C=CC(=O)O2)o1,9%
COc1ccc(-n2c(O)c(C=Nc3ccccc3)c3ccccc3c2=O)cc1,-8%
CNc1ccccc(-c2ccc3cc4c(cc3n2)OCO4)c1=O,37%
O=C(Cn1c(=O)sc2ccccc21)Nc1nc2c(s1)CCCC2,-5%
N#Cc1c(NCCO)nc(NCc2ccccc2)c2c1CCN(Cc1ccccc1)C2,48%
COC(=O)Cc1cc(=O)oc2cc(O)ccc12,33%
COc1cc(O)c(C(=O)O)c(-c2cc(O)c(O)cc2C)c1,-10%

# A second format for 5 compounds above:
Compound | RUNX1 CBFb-SMMHC
N#Cc1c(NCCO)nc(NCc2ccccc2)c2c1CCN(Cc1ccccc1)C2 | 48%
Fc1ccc(C2=CC(c3ccco3)n3ncnc3N2)cc1 (stereo unspecified) | 35%
CC1CCCCC1NC(=O)COC(=O)c1c2c(nc3ccccc13)/C(=C/c1ccco1)CC2 (stereo unspecified) | 11µM*
CCOC(=O)c1cc2c(=O)n3ccccc3nc2n(C(C)C)c1=NC(=O)c1ccco1 | -5%
COc1ccc(-n2c(O)c(C=Nc3ccccc3)c3ccccc3c2=O)cc1 | -8%

# Structural class: the entries above with two or more sulfur atoms.
SMILES,RUNX1 CBFb-SMMHC
COc1ccc(N/C=C2\C(=O)c3c(sc(C)c3C)N(C)S2(=O)=O)cc1,-7%
O=C(Cn1c(=O)sc2ccccc21)Nc1nc2c(s1)CCCC2,-5%

# Remaining list, next part.
SMILES,RUNX1 CBFb-SMMHC
O=C(Nc1cccc(C(F)(F)F)c1)c1cc2c(s1)-c1ccccc1OC2,36%
CC(C)CNC(=O)c1c(N)n(Cc2ccco2)c2nc3ccccc3nc12,12µM*
CCN1C(=C(C#N)C#N)C=Cc2cc(C)ccc21,-2%
Nc1c(C(=O)NCCN2CCOCC2)c2nc3ccccc3nc2n1-c1cccc(F)c1,42%
CC(C)(O)C1Cc2cc(/C=C/C(=O)O)c(O)cc2O1 (stereo unspecified),-12%
CCc1cc2c(CN3CCN(CC)CC3)cc(=O)oc2cc1O,22%
CCN(CC)CCN1C(=O)C(O)=C(C(=O)c2cc3ccccc3o2)C1c1cccnc1 (stereo unspecified),-7%
CCOCCCNC(=S)NCCCNc1nc2c(C)cc(C)cc2cc1C#N,-11%
N#CC(C#N)=C1C=C2C=C(N3CCCCCC3)CCC2CC1 (stereo unspecified),i
Nc1cccc2c1C(=O)N(C(=O)/C=C/c1ccc(F)cc1)C2=O,-6%
COC(=O)Cc1c(C)c2ccc(O)c(CN3CCCC(C)C3)c2oc1=O (stereo unspecified),6%
Cc1cccc(C2=NN(c3ccc(Br)cc3)[C@@H](C(=O)N3CCOC3=O)[C@@H]2c2ccc(F)cc2)c1,24%
Brc1ccc(CSc2ccc(-c3ccco3)nn2)cc1,-291%
CCCCn1c(-c2ccc(Cl)cc2)nc2c(=O)n(C)c(=O)[nH]c21,18%
Cc1ccc(C2C3=C(CCCC3=O)Nc3[nH]c(=S)[nH]c(=O)c32)cc1 (stereo unspecified),16%
CCn1cc(C2C(C(=O)Nc3ccc(Br)cn3)=C(C)NC3=C2C(=O)CCC3)c(C)n1 (stereo unspecified),41%
CCCCn1c(NC(C)=O)c(C#N)c2nc3ccccc3nc21,36%
CCCn1nc(NC(=O)C2CCCO2)c2cc3cccc(C)c3nc21 (stereo unspecified),-7%
NNc1nc2sc3c(c2c(=O)n1C1CCCCC1)CCN(Cc1ccccc1)C3,-9%
CC(=O)Oc1cc2oc(=O)c3c(c2cc1Cl)CCC3,25%
CCOC(=O)c1c(N)n(Cc2ccc(OC)cc2)c2nc3ccccc3nc12,31%
CCOCCCn1c(=NC(=O)c2ccc(OC)c(OC)c2)c(C#N)cc2c(=O)n3cccc(C)c3nc21,28%
Nc1nc2nc(-c3cccs3)cc(C(F)(F)F)n2n1,-10%
CN1CCc2nc(NC(=O)c3cccc(S(=O)(=O)N4CCc5ccccc54)c3)sc2C1,-5%
Cc1cc(=O)oc2c(CN3CCC(C)CC3)c(O)c(Cl)cc12,32%
COc1ccc(CCNC2=C(Cl)C(=O)N(Cc3ccccc3)C2=O)cc1OC,18%
Cc1nc2nc(-c3ccccc3)cn2nc1C,40%
N#Cc1c(N)n(CCOC(=O)c2cccc(Br)c2)c2nc3ccccc3nc12,30%
Nc1c(C(=O)NC2CCCCC2)c2nc3ccccc3nc2n1/N=C/c1ccco1,31%
CCOC(=O)c1c(N)n(CC(C)NC(=O)C2CC2)c2nc3ccccc3nc12 (stereo unspecified),22%
Cc1ccc(C=Nc2cccnc2N)cc1,12%
CCC(C)n1c(NC(=O)c2ccccc2)c(C#N)c2nc3ccccc3nc21 (stereo unspecified),-7%

# Assay outcomes (PubChem)
